NR2E3 ag-1 = agonists of human NR2E3 nuclear receptor. 360,000 compounds, 0.35% hits. CHO-S Gal4-NCOR/VP16-NR2E3 two-hybrid, luciferase. inhibition of corepressor binding, % at 3.98 µM. AID 602229. Q9Y5X4;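 active = inhibition above the mean of all tested compounds plus 3 SD, cut at about 70% in these data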;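 also: 0% = DMSO with NR2E3 transfected cells and 100% = cells lacking NR2E3 construct; higher means lower luciferase signal from less NR2E3 corepressor binding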
Target sequence (Q9Y5X4 whole entry, looked up, the tested form may be a part): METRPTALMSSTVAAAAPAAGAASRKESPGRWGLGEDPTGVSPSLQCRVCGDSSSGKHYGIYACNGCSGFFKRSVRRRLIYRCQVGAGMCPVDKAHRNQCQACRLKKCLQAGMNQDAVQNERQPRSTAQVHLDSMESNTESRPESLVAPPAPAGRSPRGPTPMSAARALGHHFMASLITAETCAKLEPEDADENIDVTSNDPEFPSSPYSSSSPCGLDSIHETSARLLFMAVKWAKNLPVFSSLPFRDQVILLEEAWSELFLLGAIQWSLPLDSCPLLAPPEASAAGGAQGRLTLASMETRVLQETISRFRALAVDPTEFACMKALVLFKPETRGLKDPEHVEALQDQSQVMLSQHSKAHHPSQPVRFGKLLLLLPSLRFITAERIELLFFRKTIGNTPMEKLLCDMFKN
KKLEB tox = counter-screen for CF NF-kB inhibitors: cytotoxicity; KKLEB CF airway cells viability, ATPlite luminescence, overnight; hits give low values; cells stimulated with P. aeruginosa culture filtrate; activity change (cytotoxicity), % at 5 µM; 360,000 compounds, 0.36% hits; AID 602141;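 active = corrected activity change at or below -50% at 5 µM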
C8 TRAIL sens = sensitizes caspase-8 expressing cells to TRAIL; NB7+C8 cells + TRAIL, ATPlite viability luminescence; inhibition (viability loss, TRAIL sensitization), % at 10 µM; 360,000 compounds, 1% hits;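 active = compounds causing at least 50% loss of cell viability in the single-dose screen, relative to plate controls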
TROY NFkB inh = TROY signaling inhibition. 360,000 compounds, 0.98% hits. inhibition, % at 10 µM. Q293 LMP1-TROYcd NF-kB luciferase reporter, 4 h. AID 1347056;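 active = compounds whose plate-normalised and pattern-corrected inhibition of the luciferase reporter signal at the single screening dose is 50% or more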
HIF-2a block = inhibitors of HIF-2a. 786-0 RCC cells HIF-2a reporter, luciferase luminescence, overnight. inhibition, % at 18.8 µM. 360,000 compounds, 0.72% hits;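 active = inhibition of the luminescence signal of 40% or more relative to plate controls, in a single-dose primary screen at 18.75 µM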
Shn3 inh set2 = Schnurri-3 reporter inhibition in Clone20 osteoblasts | Clone20 osteoblast Shn3 3'UTR firefly luciferase, 24 h | inhibition, % at 12.5 µM | 360,000 compounds, 0.52% hits | AID 588674;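 active = mean inhibition of at least 75% with every replicate also reaching 75%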;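 also: 0% = median of neutral control wells and 100% = pilot-screen positive control compound; some compounds past the cut are filed as inactive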
TWEAK-Fn14 inh = inhibitors of TWEAK-Fn14 interaction signaling; inhibition, % at 10 µM; TWEAK-stimulated Fn14 reporter cells, luciferase luminescence, 8 h; AID 1159606; 360,000 compounds, 2% hits; in the data active = inhibition above about 50%
CF NFkB inh = cystic fibrosis NF-kB activation inhibition. KKLEB NF-kB-GFP reporter, PAF-induced, GFP fluorescence overnight. inhibition, % at 5 µM. 360,000 compounds, 0.86% hits. AID 588850;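 active = at least 50% inhibition at 5 µM, scaled per plate between neutral and stimulator controls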;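 also: PAF is a Pseudomonas aeruginosa culture filtrate used as stimulus; plate controls were PAF-stimulated DMSO wells for no effect and unstimulated DMSO wells for full effect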
Peg3 promoter = Peg3 promoter activity inhibition | HeLa PEG-Prom luciferase reporter, luminescence, overnight | inhibition, % at 20 µM | 360,000 compounds, 1.7% hits | AID 588405;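 active = inhibition of at least 50% at 20 µM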
NR2E3 ag-2 = agonists of human nuclear receptor NR2E3; GST-NR2E3/biotin-RetCOR TR-FRET, 1536-well; inhibition of corepressor binding, % at 4.78 µM; 320,000 compounds, 0.12% hits; Q9Y5X4; AID 2300;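 active = percent inhibition above the cutoff of mean plus 3 SD of all tested compounds, set per screening campaign, cut at about 20% in these data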;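 also: 0% = DMSO wells and 100% = biotin wells as full block of FRET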
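Material: NR2E3–RetCOR corepressor complex | Quantity: 1.35 nM GST-tagged NR2E3 final | Schedule: 5 h at 4 °C | Replication: Singlicate compound wells | Reagent: RetCOR corepressor, biotinylated, 7 nM | Controls: Biotin wells as high control, 0.6% DMSO wells as low control | Signal: TR-FRET, Eu(K)-anti-GST donor, streptavidin-D2 acceptor, ex 340, em 617/671 nm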
TRPM1 prom inh = MITF TRPM1 promoter inhibition in SK-MEL-5 cells | SK-MEL-5 TRPM1 promoter luciferase, 24 h | inhibition, % at 12.5 µM | 330,000 compounds, 0.83% hits;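 active = mean inhibition across replicates of 60% or more, whatever share of single replicates reaches that level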; also: values of inactives mirror those of a sister screen read the other way
* marks the source's active call; other numbers are inactive results; . = not tested or not shown. Some of the compounds tested; the hit share may differ from the screen's.

Molecule	NR2E3 ag-1	KKLEB tox	C8 TRAIL sens	TROY NFkB inh	HIF-2a block	Shn3 inh set2	TWEAK-Fn14 inh	CF NFkB inh	Peg3 promoter	NR2E3 ag-2	TRPM1 prom inh
CCOC(=O)C1CCN(C(=O)COc2ccc(S(=O)(=O)NC(C)C)cc2Cl)CC1	-2	-9	-6	11	12	8	-14	-1	0	3	2
CCOC(=O)C1=C(c2ccccc2)N=C2SCC(=O)N2C1c1ccc(O)c(OC)c1 (stereo not drawn)	-20	16	-14	-12	0	-25	2	-9	12	-2	3
Cc1ccc(C(=O)Nc2ccc(NC(=O)c3ccccc3Cl)c(C)c2)cc1	-27	4	13	-36	-137	-30	-26	-24	-150	.	.
O=C(Nc1ccc2cn[nH]c2c1)c1ccccc1F	-94	10	22	-61	-173	-88	4	-33	-210	2	-32
O=C1CCCC2=C1C(c1cccs1)Nc1ccccc1N2 (stereo not drawn)	13	9	-1	5	13	-4	4	-1	-1	-1	-4
CC1CC(C)CN(CCCNC(=O)c2ccc(CS(=O)(=O)Cc3ccccc3F)o2)C1 (stereo not drawn)	-12	-4	4	17	17	16	27	-5	0	-1	-5
COC(=O)CCC(=O)OC1(C)C(=O)C=C2C=C(C3CC3)N(CCc3ccccn3)C=C2C1=O (stereo not drawn)	-14	-3	-14	9	9	-18	12	-20	-5	3	4
CN(CC(=O)Nc1ccc(Cl)cc1)CC(=O)Nc1sc2c(c1C(N)=O)CCC2	30	10	7	-12	8	2	0	-54	18	.	.
COc1ccc(CCn2nnc3ccccc3c2=O)cc1OC	-63	5	-12	-79	-222	-4	-24	-6	-233	.	.
O=C1/C(=C/c2ccc3c(c2)OCO3)CCC/C1=C\c1ccc2c(c1)OCO2	5	5	-1	3	-29	-21	22	-13	-68	1	6
COc1ccc(C(=O)COC(=O)CNC(=O)c2ccc(C)s2)c(OC)c1	-15	11	-1	4	4	-1	2	14	-12	.	0
Cc1nn(-c2ccccc2)c(C)c1/C=N\N1CCN(c2ccc(Cl)cc2)CC1	-12	4	10	18	20	36	11	-10	22	4	7
COc1ccc(C(=O)N/C(=C\c2cn(S(=O)(=O)N(C)C)c3ccccc23)C(=O)NC(C)C)cc1	-8	-6	0	-9	7	-19	9	-9	-9	1	-7
CC(=O)Oc1cccc(C2C3=C(CC(C)(C)CC3=O)Nc3ccccc3N2C(C)=O)c1 (stereo not drawn)	6	-16	0	17	23	5	-3	4	3	4	7
CSCCC(NS(=O)(=O)c1ccc2[nH]c(=O)c(=O)[nH]c2c1)C(=O)O (stereo not drawn)	-18	13	2	6	17	4	-23	22	11	0	8
Cc1ccc2nc(C)cc(Nc3ccc4c(c3)OCCO4)c2c1	-34	0	14	20	3	22	29	-18	-39	4	-5
CS(=O)(=O)c1cccc(C(=O)N(CCc2ccccc2)Cc2cccs2)c1	4	-2	-14	-6	-5	0	-3	18	6	-1	-16
CN(CC(=O)Nc1ccc(S(=O)(=O)N2CCOCC2)cc1)Cc1ccc(F)cc1	-1	2	18	1	4	-64	5	7	19	-2	2
COc1ccc(/C=C/C(=O)NC(=S)N2CCOCC2)cc1	-1	-10	7	-24	-200	-60	-11	-16	-148	3	-58
OC[C@@H]1CN(Cc2cccc(C(F)(F)F)c2)C[C@H](n2cnc3c(NC4CC4)ncnc32)O1	2	7	2	-19	3	1	-3	5	-4	.	.
COCCCN1CN(S(=O)(=O)c2ccc(Cl)cc2)c2nc3ccccc3nc21	-2	1	2	2	-18	-3	7	-10	9	0	-25
C=CCN(C(=O)Cn1nnc2ccccc21)C(C(=O)NCCOC)c1ccc(OC)cc1OC (stereo not drawn)	15	0	-22	4	20	-8	-6	6	15	0	-7
Cc1cccc(CC(C)NC(=O)c2cc(COc3ccc(F)cc3F)on2)n1 (stereo not drawn)	-58	1	7	-34	-140	-33	-15	-8	-98	1	-12
COc1ccc(NC(=O)Nc2ccc(F)cc2)cn1	-90	-8	-2	-41	-176	-27	-17	1	-97	-2	-41
CSc1nc(N)n2nc(C)cc2n1	-1	4	-16	4	-12	-7	9	-26	1	.	.
CCN(Cc1ccccc1)S(=O)(=O)c1ccc(C(=O)N(CCCN(C)C)c2nc3c(C)c(C)ccc3s2)cc1	22	-24	48	8	-2	-11	-29	30	93*	1	-4
Cc1ccc(C)c(CSCc2nc3ccccc3[nH]2)c1	-24	-6	3	5	-17	21	0	-4	9	.	11
CCOc1ccc(-n2c(-c3ccccc3)nnc2-c2ccccc2)cc1	-12	-16	21	-24	17	2	-13	6	12	2	7
CCN(CC(=O)Nc1ccc(OC)cc1)C(=O)c1ccc2c(c1)NC(=O)C(C)S2 (stereo not drawn)	-6	-9	1	-2	-18	-12	-4	13	-10	2	-10
CCCCn1c(SCC(=O)O)nc2ccccc21	26	6	-21	5	6	-9	-7	-7	16	1	4
O=C(Nc1cc([N+](=O)[O-])ccc1N1CCOCC1)c1ccco1	-27	-11	0	5	19	5	-3	-10	5	1	7
CCC(CC)C(=O)Nc1nnc(CCc2ccccc2)s1	-14	4	-5	0	-19	0	-6	14	-2	2	2
CN1CCn2cnc(C(=O)Nc3ccc(Cl)cc3)c2C1=O	-41	16	-2	-23	-37	6	-26	-25	-29	.	.
Cc1ccc(C2(C)NC(=O)N(CC(=O)N(Cc3ccccc3)C(C)(C)C)C2=O)cc1 (stereo not drawn)	-11	2	12	2	24	16	-9	-8	16	-1	4
CCOC(=O)c1c2c(n(Cc3ccccc3)c1C)C(=O)C(=O)c1ccccc1-2	28	-75*	93*	65*	89*	89*	104*	61*	93*	.	.
CCOC(=O)C(NCc1ccco1)(NC(=O)c1ccccc1)C(F)(F)F (stereo not drawn)	-20	6	4	14	22	4	87*	-1	17	2	5
O=C1c2ccccc2C(O)N1Cc1ccccc1 (stereo not drawn)	-3	12	-1	3	11	-8	-3	2	20	0	12
COC1OC2COC(c3ccccc3)OC2C(OC(C)=O)C1OC(C)=O (stereo not drawn)	-34	13	-3	-10	12	2	22	-14	4	.	7
COc1ccc(C(=O)C2CCCN(C(=O)c3ccc4nccnc4c3)C2)c(C)c1 (stereo not drawn)	-24	-1	1	12	-21	0	-24	5	-20	-3	4
C#CCOc1ccc(CNC[C@H]2O[C@@H](n3cnc4c(N)ncnc43)[C@H](O)[C@@H]2O)cc1	-41	0	-8	-2	1	-18	7	-2	0	.	-15
CC(C)Cc1nnc(NC(=O)c2ccc3c(c2)OCCO3)s1	-166	-8	10	-2	-144	25	46	8	-225	-1	-78
COc1ccc(CN(C)C(=O)c2cnc(C)cn2)c(OC)c1OC	-3	2	-7	12	15	-12	-6	-17	-10	-1	10
COc1cccc(C(=O)NNC(=O)C(=O)Nc2cccc(Cl)c2C)c1	5	-8	-1	-2	-26	-9	1	3	-30	1	-5
Cc1ccccc1NCN1C(=O)C2C3C=CC(C3)C2C1=O (stereo not drawn)	-12	-2	-1	5	5	11	11	2	15	2	9
CCOc1ccc(-c2cc(CCCC(=O)NCCCOC)no2)cc1	-19	5	24	8	32	14	1	-5	4	3	27
COc1ccc(CCN(Cc2nc3ccccc3c(=O)[nH]2)C(=O)c2ccco2)cc1	4	-1	-2	-9	13	6	21	0	25	4	-2
Cc1ccc(CS(=O)(=O)Cc2ccc(C(=O)NCCCN3CC(C)CC(C)C3)o2)cc1 (stereo not drawn)	-2	1	11	3	11	-14	-11	23	15	3	-7
CCN(CC(=O)NCc1ccc(F)cc1)C(=O)c1cccc(S(=O)(=O)N(C)c2ccc(OC)cc2)c1	-73	2	-7	-5	12	-8	15	10	8	.	8
Cc1cc(C)cc(NC(=O)Nc2ccc(N3CCCCC3)cc2)c1	-106	-21	4	-42	-252	-55	-33	-7	-212	-3	-53
O=C(NCc1ccccc1)C(=O)c1cn(CC(=O)N2CCOCC2)c2ccccc12	-28	18	4	-21	-7	-3	-12	-14	-4	1	4
CN(CC(=O)N1CC=C(c2ccccc2)CC1)S(=O)(=O)c1ccc2c(c1)c(=O)n(C)c(=O)n2C	18	-19	14	-7	1	2	-25	19	13	2	4
COc1ccccc1NC(CC(=O)c1ccccc1)C(=O)OCC(=O)c1ccc(F)cc1 (stereo not drawn)	-137	9	68*	43	-209	-145	24	-17	-285	0	-14
O=c1cnn(Cc2c(Cl)cccc2Cl)c2ccccc12	-6	-4	-16	-6	-6	12	26	-7	10	4	-2
O=C(Nc1ccc(-c2csc(Nc3ccc(Cl)cc3)n2)cc1)c1ccccc1	-54	-10	22	-24	-50	-16	-6	-32	-28	.	-9
CC(=O)c1c(C)n(-c2ccccc2)c2ccc(OCC(O)CN3CCOCC3)cc12 (stereo not drawn)	15	6	-4	-4	11	6	-2	-16	13	1	2
O=C(Nc1nc2ccccc2s1)c1ccc([N+](=O)[O-])o1	-43	-8	16	-47	-136	26	4	10	-143	-3	44

Next records follow.
Molecule	NR2E3 ag-1	KKLEB tox	C8 TRAIL sens	TROY NFkB inh	HIF-2a block	Shn3 inh set2	TWEAK-Fn14 inh	CF NFkB inh	Peg3 promoter	NR2E3 ag-2	TRPM1 prom inh
CC(=O)N1c2cc3ccccc3cc2N(C(C)=O)c2cc3ccccc3cc21	0	-1	20	12	5	22	3	0	8	.	2
CCOC(=O)C1=C(CS(=O)(=O)c2ccc(C)cc2)NC(=O)NC1c1ccc(O)c(OC)c1 (stereo not drawn)	19	13	-12	11	19	-9	6	20	13	0	13
O=S(=O)(c1ccc(Br)s1)N1CCC2(CC1)OCCO2	-18	-19	1	4	-2	8	10	21	-2	2	4
COc1ccc(S(=O)(=O)N2CCOCC2)cc1NC(=O)c1ccccc1C	21	12	1	4	8	0	-12	10	19	3	9
COc1ccc(C)cc1NC(=O)CCCN1C(=O)C(c2ccccc2)Oc2cccnc21 (stereo not drawn)	-18	-13	-16	13	12	29	-7	11	19	-1	12
O=C(Nc1ccc(C(=O)N2CCCCC2)cc1)C1CCCC1	-30	22	12	-7	-16	6	-15	-11	-18	.	-8
N#C/C(=C\c1c(F)cccc1Cl)S(=O)(=O)c1ccccn1	-6	5	-3	3	16	-2	13	1	1	1	-52
Cc1cc(C)nc(NN=C(c2ccccc2)c2ccccc2)n1	6	7	3	0	7	19	-13	-11	24	2	6
CCOC(=O)C1CCN(C(=O)COc2ccc(S(=O)(=O)N3CCOCC3)cc2C)CC1	-13	8	1	1	6	4	15	-11	11	0	-11

Bioassay records deposited in PubChem BioAssay by several laboratories.
